FAS TE block: inhibitors of human fatty acid synthase thioesterase domain. recombinant FAS-TE, OMFH fluorogenic substrate, fluorescence endpoint. inhibition, % at 15 µM. 360,000 tested, 0.67% active. AID 602261;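 active means compounds whose normalised, plate-corrected inhibition of enzyme fluorescence in the single-dose primary screen is 50% or more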;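 further: 0% = DMSO with enzyme and 100% = substrate without enzyme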
MsrA inhibitor: inhibits bovine methionine sulfoxide reductase A; purified bovine MsrA, absorbance read-out; inhibition, % at 15.5 µM; 360,000 tested, 0.75% active; in the data active means inhibition above about 4.5%;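 further: 0% = vehicle wells with enzyme and 100% = reference inhibitor wells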
Rin1-Abl PPI inh: blocks binding of human Rin1 to Abl; P00519+Q13671; TR-FRET Rin1/Abl binding, biochemical; 360,000 tested, 0.4% active; inhibition, % at 7.35 µM; in the data active means inhibition above about 5%, passing the limit was not always enough
MsrA act: activates bovine MsrA enzyme | purified bovine MsrA, absorbance read-out | activation, % at 10.6 µM | 360,000 tested, 0.3% active; in the data active means activation above about 7.5%;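 further: 0% = vehicle and 100% = reference activator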
TbMetRS inhib: Trypanosoma brucei MetRS inhibition. purified T. brucei MetRS, ATP depletion, Kinase-Glo luminescence. inhibition, % at 11.9 µM. 360,000 tested, 0.4% active. AID 624268;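 active means inhibition above a per-plate cutoff of the control wells' mean inhibition plus 3 SD, cut at about 5.5% in these data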;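 further: 0% = DMSO wells median and 100% = median of wells with control inhibitor compound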
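Assay system: T. brucei methionyl-tRNA synthetase, purified | Medium: HEPES buffer with MgCl2, KCl, DTT, spermine, BSA, pyrophosphatase | Compound: 11.9 µM single point | Incubation: 15 min enzyme-compound preincubation, 2 h reaction, 10 min detection, 25 °C | Measured by: Kinase-Glo luciferase luminescence reporting remaining unconsumed ATP | Measure: % inhibition normalized to control-well medians | Replication: Singlicate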
PABP1 MLLE inh: inhibitors of microRNA-mediated deadenylation, human PABP1 MLLE binding. P11940. GST-MLLE / FITC-PAM2 fluorescence polarization. inhibition, % at 20 µM. 360,000 tested, 0.36% active. AID 588489; in the data active means inhibition above about 35%, passing the limit was not always enough;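 further: plate controls were DMSO wells with GST-MLLE for no effect and wells lacking GST-MLLE protein for full effect; some results filed as inactive read as strong as hits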
Neddylation inh: cullin neddylation inhibition; calls only at 25 µM; 360,000 tested, 0.58% active; TR-FRET cullin neddylation, biochemical; AID 651699; P61081+Q13564; in the data active means inhibition above about 36%
Target sequence (P61081 whole entry, looked up): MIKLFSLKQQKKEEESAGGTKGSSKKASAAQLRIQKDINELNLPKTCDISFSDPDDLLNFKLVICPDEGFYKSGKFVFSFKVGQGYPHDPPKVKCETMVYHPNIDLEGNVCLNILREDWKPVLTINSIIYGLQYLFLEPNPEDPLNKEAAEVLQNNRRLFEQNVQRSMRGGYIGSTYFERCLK
Target sequence (Q13564 whole entry, looked up): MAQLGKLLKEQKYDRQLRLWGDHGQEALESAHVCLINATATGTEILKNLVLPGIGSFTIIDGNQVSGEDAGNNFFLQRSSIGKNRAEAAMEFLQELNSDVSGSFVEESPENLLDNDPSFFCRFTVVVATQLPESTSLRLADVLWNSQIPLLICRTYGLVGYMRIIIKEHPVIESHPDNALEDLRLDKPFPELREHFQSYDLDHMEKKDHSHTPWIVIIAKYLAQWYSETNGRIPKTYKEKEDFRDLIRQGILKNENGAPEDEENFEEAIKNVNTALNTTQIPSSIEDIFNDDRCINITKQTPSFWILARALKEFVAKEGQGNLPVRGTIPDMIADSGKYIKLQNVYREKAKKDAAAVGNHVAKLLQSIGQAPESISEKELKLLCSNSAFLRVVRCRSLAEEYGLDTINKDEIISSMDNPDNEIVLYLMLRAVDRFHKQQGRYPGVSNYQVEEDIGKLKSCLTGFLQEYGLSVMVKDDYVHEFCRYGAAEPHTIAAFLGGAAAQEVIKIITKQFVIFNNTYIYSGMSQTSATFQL
CSN inh: inhibitors of human CSN-mediated cullin deneddylation; Q92905; Purified CSN, SCF-Nedd8-OG deneddylation, fluorescence polarization; inhibition, % at 12.5 µM; 360,000 tested, 0.38% active; AID 651999;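 active means pattern-corrected inhibition above about 35%, with an unprinted fluorescence ratio check between 0.5 and 1.5, limit read from the data, passing the limit was not always enough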;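 further: 0% = enzyme with substrate and 100% = substrate without enzyme; some results filed as inactive read as strong as hits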
Target sequence (Q92905 whole entry, looked up, one chain of several): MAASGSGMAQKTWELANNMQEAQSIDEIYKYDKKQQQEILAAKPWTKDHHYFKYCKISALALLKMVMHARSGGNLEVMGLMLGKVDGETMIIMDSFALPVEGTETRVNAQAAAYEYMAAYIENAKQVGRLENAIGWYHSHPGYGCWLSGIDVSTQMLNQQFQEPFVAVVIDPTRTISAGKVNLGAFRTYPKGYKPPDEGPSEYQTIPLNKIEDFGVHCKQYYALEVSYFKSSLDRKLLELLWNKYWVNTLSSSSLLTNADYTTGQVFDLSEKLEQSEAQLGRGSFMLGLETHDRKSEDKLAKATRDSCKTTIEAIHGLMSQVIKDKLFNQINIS
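assay system = purified human Csn5 enzyme expressed in HEK293T cells | amount = 0.24 nM enzyme | buffer or medium = Tris/NaCl/DTT buffer, pH 7.5 | reagent = 10 nM SCFSkp2-Nedd8OG | compound = one concentration, 12.5 µM, 0.25% DMSO | times = 90 min reaction at room temperature | signal = FP | read-out basis = % inhibition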
E coli Lon inh: inhibitors of E. coli Lon protease. P0A9M0. purified E. coli Lon protease, fluorescence polarization. inhibition, % at 7.94 µM. 360,000 tested, 0.42% active; in the data active means inhibition above about 13%, passing the limit was not always enough;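 further: 0% = enzyme with probe and DMSO and 100% = no enzyme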
* marks the source's active call; other numbers are inactive results.

Results for CN(CC(=O)Nc1ccc(OC(F)(F)F)cc1)C(=O)Cc1ccc2c(c1)CCC2 ?
FAS TE block: 4; MsrA inhibitor: 1.0; Rin1-Abl PPI inh: 0; MsrA act: 0; TbMetRS inhib: -0.2; PABP1 MLLE inh: 12; Neddylation inh: inactive; CSN inh: 0; E coli Lon inh: -7

What do the screens show for `CC1=C(C(=O)N(C)C)CC(CC(=O)NC2CCCCC2)C(=O)N1Cc1ccccc1` (stereo not drawn)?
FAS TE block: -9; MsrA inhibitor: -0.1; Rin1-Abl PPI inh: -2; MsrA act: 0; TbMetRS inhib: -0.5; PABP1 MLLE inh: 2; Neddylation inh: inactive; CSN inh: 5; E coli Lon inh: -4

What do the screens show for `CCOc1ccc(S(=O)(=O)Nc2cccc(C(=O)N3CCN(c4ccccc4O)CC3)c2)cc1`?
FAS TE block: 14; MsrA inhibitor: -1.0; Rin1-Abl PPI inh: 3; MsrA act: -11; TbMetRS inhib: -0.2; PABP1 MLLE inh: -1; Neddylation inh: inactive; CSN inh: -2; E coli Lon inh: -15

How did O=C(Cn1cc(C(=O)c2cccs2)c2ccccc21)NC1CCCCC1 do in these assays?
FAS TE block: 15; MsrA inhibitor: 0.7; Rin1-Abl PPI inh: -2; MsrA act: 3; TbMetRS inhib: 0.6; PABP1 MLLE inh: 6; Neddylation inh: inactive; CSN inh: 6; E coli Lon inh: -16

What do the screens show for `COc1ccc(C2(O)CCN(C(=O)NC3CCCCC3)CC2)cc1`?
FAS TE block: -9; MsrA inhibitor: -1.5; Rin1-Abl PPI inh: 1; MsrA act: -1; TbMetRS inhib: 0.0; PABP1 MLLE inh: 3; Neddylation inh: inactive; CSN inh: -1; E coli Lon inh: -5

What do the screens show for `C=CCNc1ncnc2c1cnn2-c1ccc(OC)cc1`?
FAS TE block: -6; MsrA inhibitor: 0.2; Rin1-Abl PPI inh: 1; MsrA act: -11; TbMetRS inhib: -1.2; PABP1 MLLE inh: 2; Neddylation inh: active; CSN inh: -6; E coli Lon inh: -2

Results for CC(C)c1nnc(NC(=O)CCS(=O)(=O)c2nc(-c3cccs3)cc(C(F)(F)F)n2)s1 ?
FAS TE block: 11; MsrA inhibitor: 2.6; Rin1-Abl PPI inh: -6; MsrA act: -1; TbMetRS inhib: -1.0; PABP1 MLLE inh: 18; Neddylation inh: inactive; CSN inh: 3; E coli Lon inh: 6

How did Cc1cc(C)c(NC(=O)COC(=O)C2CCC2)c(Cl)c1 do in these assays?
FAS TE block: -4; MsrA inhibitor: 0.4; Rin1-Abl PPI inh: -2; MsrA act: -2; TbMetRS inhib: -0.2; PABP1 MLLE inh: 6; Neddylation inh: inactive; CSN inh: 2; E coli Lon inh: 3

What do the screens show for `O=C(Cn1cnc2c(OCc3ccccc3)ncnc21)NCCCc1ccccc1`?
FAS TE block: 0; MsrA inhibitor: 1.2; Rin1-Abl PPI inh: -2; MsrA act: -8; TbMetRS inhib: -1.9; PABP1 MLLE inh: -1; Neddylation inh: inactive; CSN inh: 0; E coli Lon inh: -2

What do the screens show for `CC1=C(CC/C(C)=N/NC(N)=S)C(C)(C)CCC1`?
FAS TE block: 2; MsrA inhibitor: 0.6; Rin1-Abl PPI inh: -4; MsrA act: -3; TbMetRS inhib: -0.2; PABP1 MLLE inh: 0; Neddylation inh: inactive; CSN inh: -1; E coli Lon inh: 0

Results for CS(=O)(=O)N(CC(=O)Nc1ccc(Cl)c(Cl)c1)C1CCCCC1 ?
FAS TE block: 32; MsrA inhibitor: 0.0; Rin1-Abl PPI inh: -4; MsrA act: 1; TbMetRS inhib: 3.8; PABP1 MLLE inh: 8; Neddylation inh: inactive; CSN inh: 0; E coli Lon inh: 3

How did Cc1cc(NS(=O)(=O)c2ccc(NC(=O)NC(C)(C(F)(F)F)C(F)(F)F)cc2)no1 do in these assays?
FAS TE block: -2; MsrA inhibitor: 0.0; Rin1-Abl PPI inh: 0; MsrA act: -6; TbMetRS inhib: -0.6; PABP1 MLLE inh: 4; Neddylation inh: inactive; CSN inh: -2; E coli Lon inh: 4

How did COc1ccc(OCC(=O)N2CCC3(CC2)CC(=O)c2ccccc2O3)cc1 do in these assays?
FAS TE block: 0; MsrA inhibitor: 3.1; Rin1-Abl PPI inh: 0; MsrA act: -2; TbMetRS inhib: -0.3; PABP1 MLLE inh: 1; Neddylation inh: inactive; CSN inh: 0; E coli Lon inh: -6

What do the screens show for `CCOC(=O)C(CC)n1cnc2c(oc3ccccc32)c1=O` (stereo not drawn)?
FAS TE block: -7; MsrA inhibitor: -0.1; Rin1-Abl PPI inh: 1; MsrA act: -2; TbMetRS inhib: -0.5; PABP1 MLLE inh: -2; Neddylation inh: inactive; CSN inh: 2; E coli Lon inh: 2

What do the screens show for `Cc1cccc(-c2nnc(SCC(=O)Nc3cc(C)on3)n2C)c1`?
FAS TE block: -4; MsrA inhibitor: -0.2; Rin1-Abl PPI inh: 1; MsrA act: -2; TbMetRS inhib: -0.3; PABP1 MLLE inh: -5; Neddylation inh: inactive; CSN inh: 8; E coli Lon inh: 1

How did Cc1cccc(N2CCN(C(=O)NC3CCCCC3)CC2C)c1 (stereo not drawn) do in these assays?
FAS TE block: -4; MsrA inhibitor: -1.3; Rin1-Abl PPI inh: 3; MsrA act: 1; TbMetRS inhib: -0.6; PABP1 MLLE inh: -18; Neddylation inh: inactive; CSN inh: 7; E coli Lon inh: 6

Results for CCC(C)(C)NC(=O)C(c1cccnc1)N(C(=O)c1csnn1)c1ccc(C)cc1 (stereo not drawn) ?
FAS TE block: -7; MsrA inhibitor: 0.0; Rin1-Abl PPI inh: 4; MsrA act: -8; TbMetRS inhib: -0.6; PABP1 MLLE inh: 1; Neddylation inh: inactive; CSN inh: -2; E coli Lon inh: 10

What do the screens show for `CCOC(=O)c1cc2c(ccn2C)n1CC(=O)Nc1ccc(F)cc1`?
FAS TE block: -2; MsrA inhibitor: 0.7; Rin1-Abl PPI inh: -2; MsrA act: -7; TbMetRS inhib: -0.4; PABP1 MLLE inh: -14; Neddylation inh: inactive; CSN inh: 1; E coli Lon inh: -6

Results for CC(=O)N1c2ccc(S(=O)(=O)NCC3CCC(C(=O)N4CC(C)CC(C)C4)CC3)cc2CC1C (stereo not drawn) ?
FAS TE block: -1; MsrA inhibitor: 0.1; Rin1-Abl PPI inh: 6; MsrA act: -2; TbMetRS inhib: -0.5; PABP1 MLLE inh: 7; Neddylation inh: inactive; CSN inh: 2; E coli Lon inh: -7

What do the screens show for `COc1cc2ccccc2cc1C(=O)NCCCN1CCOCC1`?
FAS TE block: -6; MsrA inhibitor: 1.2; Rin1-Abl PPI inh: -1; MsrA act: -2; TbMetRS inhib: -0.3; PABP1 MLLE inh: 7; Neddylation inh: inactive; CSN inh: 2; E coli Lon inh: -12

What do the screens show for `Cn1c(SCc2nnc(-c3ccccc3Br)o2)nc2sc3c(c2c1=O)CCC3`?
FAS TE block: 16; MsrA inhibitor: 1.2; Rin1-Abl PPI inh: 3; MsrA act: -1; TbMetRS inhib: -0.7; PABP1 MLLE inh: 6; Neddylation inh: inactive; CSN inh: 1; E coli Lon inh: 3

What do the screens show for `CCC1(CC)NC(=O)N(CC(=O)Nc2sc3c(c2C(N)=O)CCC3)C1=O`?
FAS TE block: -9; MsrA inhibitor: 0.0; Rin1-Abl PPI inh: 1; MsrA act: -9; TbMetRS inhib: -1.6; PABP1 MLLE inh: -25; Neddylation inh: inactive; CSN inh: 41*; E coli Lon inh: -32

Results for CNC(=S)N(Cc1ccco1)Cc1cc2cc3c(cc2[nH]c1=O)OCCO3 ?
FAS TE block: -7; MsrA inhibitor: 2.2; Rin1-Abl PPI inh: -2; MsrA act: -5; TbMetRS inhib: 0.0; PABP1 MLLE inh: -102; Neddylation inh: inactive; CSN inh: -8; E coli Lon inh: -44

How did CN1CCCN(C(=O)C2CCCCC2)CC1 do in these assays?
FAS TE block: -15; MsrA inhibitor: -0.1; Rin1-Abl PPI inh: 8; MsrA act: -7; TbMetRS inhib: -0.6; PABP1 MLLE inh: 2; Neddylation inh: inactive; CSN inh: 2; E coli Lon inh: -9

How did CC(=O)Nc1ccc(CNc2nc(NCc3cccs3)nc3ccsc23)cc1 do in these assays?
FAS TE block: 0; MsrA inhibitor: -1.2; Rin1-Abl PPI inh: -2; MsrA act: 1; TbMetRS inhib: 3.6; PABP1 MLLE inh: -12; Neddylation inh: inactive; CSN inh: -2; E coli Lon inh: 2

How did CC(c1nccs1)N(C)C(=O)c1cn(Cc2cccc3ccccc23)nn1 (stereo not drawn) do in these assays?
FAS TE block: -2; MsrA inhibitor: 2.6; Rin1-Abl PPI inh: 4; MsrA act: -2; TbMetRS inhib: 0.1; PABP1 MLLE inh: -2; Neddylation inh: inactive; CSN inh: 1; E coli Lon inh: -5

Results for COc1ccc2nc(C)cc(N/N=C/c3cccc(OC)c3O)c2c1 ?
FAS TE block: 2; MsrA inhibitor: -0.1; Rin1-Abl PPI inh: -8; MsrA act: -1; TbMetRS inhib: 0.4; PABP1 MLLE inh: -73; Neddylation inh: inactive; CSN inh: 5; E coli Lon inh: -17

Results for CN(C)C(CNC(=O)c1ccc2[nH]c(=O)c(=O)[nH]c2c1)c1ccco1 (stereo not drawn) ?
FAS TE block: -1; MsrA inhibitor: 2.8; Rin1-Abl PPI inh: -1; MsrA act: -7; TbMetRS inhib: -0.2; PABP1 MLLE inh: 14; Neddylation inh: active; CSN inh: 3; E coli Lon inh: 4

How did Cc1nc2ccc(C(=O)Nc3cccc(OCC(=O)N(C)C)c3)cn2c1N(C)CC1CCCCC1 do in these assays?
FAS TE block: 16; MsrA inhibitor: -1.7; Rin1-Abl PPI inh: -3; MsrA act: -2; TbMetRS inhib: -0.4; PABP1 MLLE inh: -19; Neddylation inh: inactive; CSN inh: 0; E coli Lon inh: 1

How did CCC1S/C(=C(\C#N)C(N)=O)N(c2ccc(F)cc2)C1=O (stereo not drawn) do in these assays?
FAS TE block: -3; MsrA inhibitor: 0.1; Rin1-Abl PPI inh: 1; MsrA act: -4; TbMetRS inhib: -0.2; PABP1 MLLE inh: 9; Neddylation inh: inactive; CSN inh: 2; E coli Lon inh: 2

Entries shown so far that have a CF3 group (3):
Results for CN(CC(=O)Nc1ccc(OC(F)(F)F)cc1)C(=O)Cc1ccc2c(c1)CCC2 ?
FAS TE block: 4; MsrA inhibitor: 1.0; Rin1-Abl PPI inh: 0; MsrA act: 0; TbMetRS inhib: -0.2; PABP1 MLLE inh: 12; Neddylation inh: inactive; CSN inh: 0; E coli Lon inh: -7

Results for CC(C)c1nnc(NC(=O)CCS(=O)(=O)c2nc(-c3cccs3)cc(C(F)(F)F)n2)s1 ?
FAS TE block: 11; MsrA inhibitor: 2.6; Rin1-Abl PPI inh: -6; MsrA act: -1; TbMetRS inhib: -1.0; PABP1 MLLE inh: 18; Neddylation inh: inactive; CSN inh: 3; E coli Lon inh: 6

How did Cc1cc(NS(=O)(=O)c2ccc(NC(=O)NC(C)(C(F)(F)F)C(F)(F)F)cc2)no1 do in these assays?
FAS TE block: -2; MsrA inhibitor: 0.0; Rin1-Abl PPI inh: 0; MsrA act: -6; TbMetRS inhib: -0.6; PABP1 MLLE inh: 4; Neddylation inh: inactive; CSN inh: -2; E coli Lon inh: 4

Compound activity: PubChem BioAssay, several laboratories
